Bioassay records as filed in PubChem BioAssay.
Cycloheximide cs = affects cycloheximide protein synthesis inhibition readout, counter-screen; 300,000 tested, 12% active; cell reporter, cycloheximide protein synthesis inhibition counterscreen; max response, %; in the data active = max response mostly above about 13%, no sharp cut-off; inactive = mostly below about 14%; note: read at 38.3 µM for the half of the compounds with a filed dose; 0% is about no effect
Shiga inhibitor = inhibitors of Shiga toxin in Vero cells. 290,000 tested, 9.2% active. AID 2315. inhibition, % at 38.7 µM. Vero cells, Shiga toxin protein synthesis inhibition reporter; in the data active = inhibition mostly above about 28%, no sharp cut-off; inactive = mostly below about 43%; note: 0% is about no effect
Tb PYK inh = T. brucei pyruvate kinase inhibition. Q57TT1. TbPYK enzyme, Kinase-Glo Plus ATP luminescence, 45 min. Potency, µM (highest dose often 76.8 µM), for the others: at the highest dose activity, negative = inhibition, hits mostly inhibitors. 410,000 tested, 0.12% active. AID 624173; note: potency is the fitted concentration of half-maximal effect; % is set by controls: 0 for no effect and ±100 for the full control effect; nearly all actives have a fitted effect of over 50% in size
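In this concentration-response screen, enzyme-free wells defined baseline while DMSO plates tracked drift. Each reaction combined TbPYK, substrate, compound and 130 uM ADP for 45 min at room temperature. Kinase-Glo Plus luminescence gave the signal.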
LmPK inhibitor = inhibitors of Leishmania mexicana pyruvate kinase; Q27686; purified LmPK, Kinase-Glo ATP luminescence, 1 h; Potency, µM (titrated, usually from 57.5 µM), inactives show top-dose activity change, negative = inhibition, hits mostly inhibitors; 290,000 tested, 0.37% active; AID 1721; note: potency is the fitted concentration of half-maximal effect; % is set by controls: 0 for no effect and ±100 for the full control effect
Target sequence (Q27686 whole entry, looked up): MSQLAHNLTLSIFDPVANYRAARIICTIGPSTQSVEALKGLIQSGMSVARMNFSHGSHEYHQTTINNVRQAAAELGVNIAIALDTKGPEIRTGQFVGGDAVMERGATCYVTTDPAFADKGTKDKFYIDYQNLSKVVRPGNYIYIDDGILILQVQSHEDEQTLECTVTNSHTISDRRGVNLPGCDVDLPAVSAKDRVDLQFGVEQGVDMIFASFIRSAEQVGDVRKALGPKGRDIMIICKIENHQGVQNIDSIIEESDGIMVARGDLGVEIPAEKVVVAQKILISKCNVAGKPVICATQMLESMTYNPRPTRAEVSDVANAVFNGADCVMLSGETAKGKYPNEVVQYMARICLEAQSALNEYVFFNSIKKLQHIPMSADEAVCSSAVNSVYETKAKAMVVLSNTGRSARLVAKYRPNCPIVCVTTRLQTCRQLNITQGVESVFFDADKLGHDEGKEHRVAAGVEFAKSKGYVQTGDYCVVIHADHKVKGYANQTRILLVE
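0.1 nM LmPK, 0.5 mM PEP, 0.1 mM ADP; 50 mM imidazole pH 7.2, 7 mM MgCl2, 50 mM KCl; 1 h RT. Kinase-Glo luminescence readout, normalized to no-enzyme (full inhibition) and uninhibited wells.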
HCV inh = blocks hepatitis C virus; Huh7.5.1 HCVcc-Cre infection, luciferase reporter, 44 h; 340,000 tested, 3.4% active; Potency, µM (series often up to 41.8 µM), without a hit: top-dose activity change, negative = inhibition, actives largely listed as inhibitors; AID 651820; note: potency is the fitted concentration of half-maximal effect; % is set by controls: 0 for no effect and ±100 for the full control effect
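A cell-based infection assay in which seeded cells (1,000 per well) receive test compound after 4 h, are inoculated with HCVcc-Cre at approximately 0.5 moi, and are incubated 44 h before luminescence detection.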
Pf growth 96h = inhibits malaria parasite growth, 96 h | P. falciparum luciferase reporter growth, 96 h | Potency, µM (highest dose often 28.7 µM), for inactives: top-dose activity change, negative = inhibition, usual class: inhibitors | 320,000 tested, 6.9% active | AID 504834; note: potency is the fitted concentration of half-maximal effect; % is set by controls: 0 for no effect and ±100 for the full control effect
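P. falciparum expressing integrated firefly luciferase grown in erythrocytes (2% hematocrit, 0.05% parasitemia final) with compounds for 96 hours at 37 C, 5% CO2. Growth inhibition read as loss of luminescence after adding luciferase detection reagent.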
Pf growth 48h = P. falciparum growth inhibition at 48 hours (one generation); AID 504832; 310,000 tested, 5.9% active; P. falciparum luciferase growth in erythrocytes, 48 h; Potency, µM (titrated, usually from 28.7 µM), for the others: top-dose activity change, negative = inhibition, most hits filed as inhibitors; note: potency is the fitted concentration of half-maximal effect; % is set by controls: 0 for no effect and ±100 for the full control effect
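Luciferase-expressing P. falciparum in infected erythrocytes (2% hematocrit, 0.1% parasitemia final) in RPMI 1640/0.5% Albumax were exposed to compound for 48 hours at 37 C, 5% CO2; growth read as luminescence.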
Numbers without * were called inactive; u = inconclusive; x = no result given; & = joins results of further samples; [ ] = another dose, or the depositor's remark. Unless noted, calls come from the whole dose curve; as a rule, active = well fitted curve in the direction sought with a large enough effect; inconclusive = small, poorly fitted or top-dose-only effect, or another doubt; inactive = no such curve, though single readings can be large; an effect the other way counts as inactive or inconclusive.

SMILES	Cycloheximide cs	Shiga inhibitor	Tb PYK inh	LmPK inhibitor	HCV inh	Pf growth 96h	Pf growth 48h
COc1cc(NC(=O)C2CC(c3cccc(OC)c3OC)=NO2)cc(OC)c1OC (configuration not stated)	-1	-6	-17%	3%	1.1µM*	-17%	0%
Cn1c(N)c(C(=O)COC(=O)c2cncc(Br)c2)c(=O)n(C)c1=O	3	4	2%	7%	u	36%[activator]	15%
O=C(COC(=O)c1cc(S(=O)(=O)N2CCCCC2)ccc1N1CCOCC1)c1ccc(F)cc1	x	x	3%	x	u	-8%	u
Cc1ccc(C)c(OCC(=O)NCCN(C)C)c1	-5	-14	-7%	-1%	26%	u	x
CC(C)(c1ccccc1)c1ccc(OCC(O)CN2CCCC2)cc1 (configuration not stated)	-8	-12	1%	0%	u	-31%	13µM*
O=C(NC1CC1)C1CCN(C2CCN(C(=O)/C=C/c3cccs3)CC2)CC1	1	-2	-2%	-5%	1%	u	-9%
CCCCN(CC)CCCNC(=O)c1cc2cc3ccc(OC)cc3nc2o1	-1	-7	-2%	-2%	u	3.7µM*	u
O=C(Nc1cc2c3c(c1)CC(=O)N3CCC2)C1CC1	x	x	-4%	x	3%	55%[activator]	18%
CCOC(=O)/C=C/C(=O)NNC(=O)c1ccccc1Cl	-4	-10	-1%	-1%	4%	0%	-23%
COc1ccc(COC(=O)N/N=C(\C)CC(=O)NCc2ccc(Cl)cc2)cc1	8	-15	-7%	1%	2%	u	u
O=C(COC(=O)/C=C/c1ccccc1[N+](=O)[O-])Nc1ccc(OC(F)F)cc1	8	-3	-3%	-4%	6%	29%	8%
CCOc1ccccc1-c1nc2c([nH]1)c(=O)n(C)c(=O)n2C	-3	-6	-4%	-2%	-4%	-4%	10%
Cc1ccc(NC(=O)c2cc(N(C)C)ccc2[P+](=O)O)cc1	84*	105*	0%	5%	18%	-12%	86%[activator]
Cc1c(Cl)cccc1NC(=O)CNC(=O)C1CC(=O)N(CCc2ccccc2)C1 (configuration not stated)	x	x	0%	x	12%	-10%	-2%
Cc1cc(=O)n2nc(N3CCC(C(=O)N4CCN(c5ccccc5)CC4)CC3)sc2n1	-8	-10	-13%	0%	-11%	6%	-29%
COc1cc(NC(=O)C2CC(=O)NC3=C2C(=O)CCC3)c(OC)cc1Cl (configuration not stated)	-2	-8	3%	-4%	-6%	u	29%
CC(=O)c1ccc(-c2ccc(C(=O)N3CCC(C(N)=O)CC3)o2)cc1	x	x	-1%	x	12%	98%[activator]	43%[activator]
COC(=O)c1cc(OC)c(OC)cc1NC(=S)N1CCCC(CO)C1 (configuration not stated)	-3	-7	1%	0%	13%	x	4%
COc1ccc(C2Nc3ccc4ccccc4c3-c3c2c(=O)oc2ccccc32)cc1 (configuration not stated)	4	30	x	11%	x	u	x
COCc1cc(C)nc(Nc2ccc(C)c(C)c2)c1C#N	-1	12	-9%	-1%	1%	0%	6%

Reprinted at random: 2 compounds from above.
SMILES	Cycloheximide cs	Shiga inhibitor	Tb PYK inh	LmPK inhibitor	HCV inh	Pf growth 96h	Pf growth 48h
Cc1ccc(NC(=O)c2cc(N(C)C)ccc2[P+](=O)O)cc1	84*	105*	0%	5%	18%	-12%	86%[activator]
CCOC(=O)/C=C/C(=O)NNC(=O)c1ccccc1Cl	-4	-10	-1%	-1%	4%	0%	-23%

The listing continues.
SMILES	Cycloheximide cs	Shiga inhibitor	Tb PYK inh	LmPK inhibitor	HCV inh	Pf growth 96h	Pf growth 48h
Nc1nc(NCc2ccccc2)nc(NCCO)c1[N+](=O)[O-]	-4	9	8%	-3%	u	u	u
O=C(CCCCn1c(=S)[nH]c2ccsc2c1=O)NCc1ccc2c(c1)OCO2	4	-10	u	-5%	u	51%	0%
CCN(CC)c1ccc(N/C(N)=N/c2nc(C(F)(F)F)cc(=O)[nH]2)cc1	-5	14	6%	-3%	-5%	8%	-16%
COc1ccc(OC)c2nc(-c3cccnc3)ccc12	29*	48*	6%	-6%	u	40%[activator]	x
CC(=O)Nc1ccccc1NS(=O)(=O)c1ccccc1[N+](=O)[O-]	-11&1	33&-14	-1%	9%	0%	90%[activator]	9%
Cn1nc(-c2ccccc2)c(-c2nc(-c3cccc(Cl)c3)no2)c1Cl	-5	-4	-14%	4%	9%	10%	x
O=C(NN=C1C2CC3CC1CC(Cl)(C3)C2)c1cccs1	45*	35	4%	-5%	31%[activator]	17%	194%[activator]
N#Cc1c(-c2ccccc2Cl)cc(C2CC2)nc1N	-6	-13	1%	-1%	26%	u	-11%
O=C(CCN1C(=O)c2cccc3cccc(c23)C1=O)NCC1CCCO1 (configuration not stated)	-2	10	5%	-1%	-21%	32%[activator]	-25%
Cn1c(Cl)c(/C=N/OC(=O)c2ccc(Cl)cc2)c2ccccc21	-1	-11	-7%	-4%	8%	19%	10%
Cc1ccc(C(=O)C2=C(O)C(=O)N(CCCN3CCOCC3)C23C(=O)N(C)c2ccccc23)o1 (configuration not stated)	-3	8	-9%	1%	11%	u	22%
CCOc1cc(-c2c(C)c(CC)nc(N)c2C#N)ccc1O	-3	16	7%	0%	u	6%	-7%
COC(=O)[C@H]1[C@H]2C[C@@H]3c4[nH]c5cc(OC)ccc5c4CCN3C[C@H]2C[C@@H](OC(=O)c2ccc(N)cc2)[C@@H]1OC	-3	-6	0%	1%	u	13µM*	12µM*
CCCCn1c(SCC(=O)NCCc2ccc(OC)c(OC)c2)nc2c1c(=O)n(C)c(=O)n2C	-1	35	-17%	3%	-4%	u	-24%
CC1(C)CC(=O)C2=C(C1)Nc1[nH]c(=S)[nH]c(=O)c1C2c1ccccc1 (configuration not stated)	0	-7	1%	-6%	4%	-8%	-20%
Cc1cccn2c(=O)c3cc(C(=O)NC4CCCCC4)c(=N)n(Cc4ccc(F)cc4)c3nc12	10	-8	2%	11%	u	u	u
CN(CC(=O)Nc1sccc1C#N)Cc1ccccc1	4	7	2%	2%	9%	-24%	6%
CCOc1cc(CNc2ccc(N(C)C)cc2)cc(Br)c1OCC(=O)NC(C)(C)C	36*	38*	-12%	1%	11µM*	u	0.66µM*
CCOc1ccc(CN2CCN(Cc3[nH]c4ccc(OC)cc4c3C)CC2CCO)cc1 (configuration not stated)	-3	-17	2%	-7%	-10%	u	u
C/C(Cl)=C\Cn1c(N2CCCCCC2)nc2c1c(=O)n(C)c(=O)n2C	0	-3	3%	4%	3%	u	u
Cc1cccc(C(=O)Nc2cccc(C(=O)NC3CCCC3)c2)c1	16	27	-3%	3%	u	u	89%[activator]
O=C(COC(=O)c1ccccc1O)Nc1cccc2ccccc12	x	x	-9%	x	12%	-10%	3%
CCOC(=O)C1C(c2ccc(O)c(O)c2)NC(=S)NC1(O)C(F)(F)F (configuration not stated)	8	-13	-15%	-2%	2%	12µM*	34%[activator]
O=C(CSc1n[nH]c(=O)[nH]c1=O)c1ccccc1	-1	-14	-18%	1%	10%	x	0%
Cc1ccccc1CSc1nnc(-c2ccncc2)n1C	-1	1	-8%	-7%	11%	19%	30%[activator]
COc1ccc(C(=O)Nc2ccc(OC)c(OC)c2)cc1	33*	63*	-2%	-3%	-10%	-2%	76%[activator]
C=CCn1c(CCNC(=O)c2cccs2)nnc1SCC(=O)Nc1cccc(C(C)=O)c1	0	13	-3%	3%	-9%	9.3µM*	0%
Cc1cc(O)c(CN2CCN(S(=O)(=O)c3cccs3)CC2)cc1C(C)C	x	x	5%	x	u	4.1µM*	1.7µM*
CCOC(=O)c1nc(NCc2cccnc2)c2ccccc2n1	-2	1	-14%	-4%	9%	x	35%[activator]
Cc1cccc(N2CCN(C(=S)Nc3ccc4nc5n(c(=O)c4c3)CCCCC5)CC2)c1C	-8	-3	1%	0%	6.3µM*	u	-29%
O=C1CC(c2ccccc2)n2nc(N3C(=O)CCC3=O)nc2N1 (configuration not stated)	1	-15	-3%	0%	6%	u	14%
CC(C)NC(=O)C(=O)NCC(c1ccc2c(c1)OCO2)N1CCOCC1 (configuration not stated)	-4	-7	-3%	1%	12%	43%[activator]	28%
COCCOC(=O)c1c(NC(=O)CN2CCCc3ccccc32)sc(C(N)=O)c1C	1	-5	-1%	1%	-26%	10µM*	u
Cc1cccc(NC(=O)C2CCN(C(=O)N3CCOc4ccccc43)CC2)c1C	-2	-4	7%	1%	0%	15µM*	u
Cc1c(NC2(C#N)CCCCC2)c(=O)n(-c2ccccc2)n1C	-3	-18	0%	-1%	20%	3%	-1%
CN(C)c1nc(NC(C)(C)C)nc(SCC(=O)Nc2ccccc2)n1	6	-1	0%	-8%	u	-4%	15µM*
Cc1nc(Nc2cccc(Cl)c2)c2oc3ccccc3c2n1	20*	31*	-1%	0%	-27%	u	-58%
CCCCNC(=S)N/N=C1\C(=O)c2cccc3cccc1c23	1	-7	-10%	7%	-29%	4%	x
Clc1ccc(-c2cc(COc3ccccc3)on2)cc1	38*	105*	-3%	11%	-16%	155%[activator]	232%[activator]
Cn1nc(C(=O)N2CCN(c3cccc(Cl)c3)CC2)c2c1-c1ccccc1S(=O)(=O)C2	9	3	-6%&2%	0%	u	u	u
Cn1c(=O)nc2n(Cc3ccccc3)c3cccc(Cl)c3cc-2c1=O	10	-5	3%	1%	9%	u	9%
COc1ccccc1N(CC(=O)NC1CCCC1)C(=O)CCCC(=O)Nc1ccccn1	3	2	-1%	4%	-1%	u	-15%
Cc1ccc(NNC2CC(=O)N(c3cccc(Cl)c3)C2=O)cc1 (configuration not stated)	14	29	0%	5%	-12%	284%[activator]	20%
O=C(O)C1CC(O)CN1C(=O)c1ccco1 (configuration not stated)	-2	-2	6%	6%	u	42%[activator]	u
CCOc1ccc(NC(=S)N(CC)Cc2ccccc2)cc1	32*	34	x	2%	x	25%	13%
O=C1CCCC/C1=C/Nc1ccc2c(c1)OCO2	30*	109*	-9%	-30%	0%	-18%	82%[activator]
CCn1c(SCC(=O)Nc2ccc(Br)cn2)nnc1C1CC1	1	3	-3%	-15%	-9%	15%	6%
NC(=O)CSc1oc(-c2ccco2)nc1S(=O)(=O)c1ccc(Cl)cc1	-5	-5	-7%&2%	2%	u	17%	-18%
CCO/C=C1\N=C(c2ccc(F)cc2)OC1=O	6	7	4%	0%	7%	16%	23%
O=C(c1c[nH]c(C(=O)C(Cl)(Cl)Cl)c1)c1ccc(F)cc1F	-7	-7	-15%	5%	-11%	u	-27%
O=C(NCC(c1ccco1)N1CCN(c2ccc(F)cc2)CC1)C(=O)NC1CC1 (configuration not stated)	x	x	-1%	x	10%	18%	44%[activator]
CCOC(=O)c1sc(NC(=O)CSc2nc3ccccc3o2)c(C(=O)OCC)c1C	-4	10	-2%	-2%	7%	u	20%
O=C(c1cccs1)N(Cc1ccc(F)cc1)C1CCS(=O)(=O)C1 (configuration not stated)	0	6	-5%	2%	15%	-15%	u
Brc1ccc(C2=CSC3=NCCN23)cc1	-2	7	0%	6%	-20%	29%	u

Taken from above.
Shiga inhibitor result of COc1ccccc1N(CC(=O)NC1CCCC1)C(=O)CCCC(=O)Nc1ccccn1 : 2
Pf growth 96h result of O=C(c1cccs1)N(Cc1ccc(F)cc1)C1CCS(=O)(=O)C1 (configuration not stated) : -15%
Pf growth 96h result of Brc1ccc(C2=CSC3=NCCN23)cc1 : 29%
Cycloheximide cs result of CCOC(=O)c1sc(NC(=O)CSc2nc3ccccc3o2)c(C(=O)OCC)c1C : -4
Cycloheximide cs result of CCOc1ccc(NC(=S)N(CC)Cc2ccccc2)cc1 : 32*
